GASC-1 inh = human JMJD2C demethylase inhibition. Q9H3R0. GST-JMJD2C(1-420) H3K9me3 demethylation, DELFIA europium. inhibition, % at 2.35 µM. 330,000 tested, 0.069% active;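 active = more than half of a compound's replicate wells show inhibition beyond 50%, single wells judged on their own value; inconclusive = some, but no more than half, of replicates pass 50% inhibition; inactive = no replicate passes 50% inhibition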;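 note: signal counts dimethyl H3K9 product captured on neutravidin plate; 0% = median of DMSO wells and 100% = 0.3 times that DMSO median; strong numbers were not always called active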
Target sequence (Q9H3R0 1-420 limits assumed): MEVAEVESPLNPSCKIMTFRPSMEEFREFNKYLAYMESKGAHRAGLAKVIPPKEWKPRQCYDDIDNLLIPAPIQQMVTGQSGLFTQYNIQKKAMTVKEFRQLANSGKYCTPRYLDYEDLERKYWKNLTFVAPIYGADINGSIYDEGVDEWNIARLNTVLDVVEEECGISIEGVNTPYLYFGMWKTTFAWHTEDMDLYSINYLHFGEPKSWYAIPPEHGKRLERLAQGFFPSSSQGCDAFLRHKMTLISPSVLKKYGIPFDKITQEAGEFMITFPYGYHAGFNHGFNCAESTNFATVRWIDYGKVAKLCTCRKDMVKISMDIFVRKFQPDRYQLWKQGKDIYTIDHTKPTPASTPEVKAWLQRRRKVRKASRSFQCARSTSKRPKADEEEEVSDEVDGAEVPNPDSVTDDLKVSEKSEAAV
TPT1 inh = blocks Candida albicans tRNA 2'-phosphotransferase. recombinant caTPT1, FP RNA substrate dephosphorylation. inhibition, % at 5 µM. 300,000 tested, 0.81% active;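 active = inhibition above the mean of all tested compounds plus 3 SD, set per screening campaign, cut at about 24% in these data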;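 note: plate controls were DMSO alone for no effect and ferristatin control at 100 nM for full effect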
PP1 counter = PP1-alpha (human) inhibition in PP5 counter-screen | P62136 | purified PP1alpha, OMFP fluorescence | inhibition, % at 6.7 µM | 320,000 tested, 0.9% active | AID 2235;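 active = inhibition above the mean inhibition of all tested compounds plus 3 SD, computed separately for each screening campaign, cut at about 15% in these data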
PP5 inh = inhibitors of human protein phosphatase 5 (PP5). purified PP5c, OMFP substrate fluorescence. inhibition, % at 6.7 µM. 320,000 tested, 0.18% active. AID 1987;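 active = inhibition above the campaign's mean inhibition across all tested compounds plus 3 SD, cut at about 9.5% in these data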;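 note: 0% = DMSO only and 100% = 100 µM cantharidin control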
Target sequence (P53041 whole entry, looked up): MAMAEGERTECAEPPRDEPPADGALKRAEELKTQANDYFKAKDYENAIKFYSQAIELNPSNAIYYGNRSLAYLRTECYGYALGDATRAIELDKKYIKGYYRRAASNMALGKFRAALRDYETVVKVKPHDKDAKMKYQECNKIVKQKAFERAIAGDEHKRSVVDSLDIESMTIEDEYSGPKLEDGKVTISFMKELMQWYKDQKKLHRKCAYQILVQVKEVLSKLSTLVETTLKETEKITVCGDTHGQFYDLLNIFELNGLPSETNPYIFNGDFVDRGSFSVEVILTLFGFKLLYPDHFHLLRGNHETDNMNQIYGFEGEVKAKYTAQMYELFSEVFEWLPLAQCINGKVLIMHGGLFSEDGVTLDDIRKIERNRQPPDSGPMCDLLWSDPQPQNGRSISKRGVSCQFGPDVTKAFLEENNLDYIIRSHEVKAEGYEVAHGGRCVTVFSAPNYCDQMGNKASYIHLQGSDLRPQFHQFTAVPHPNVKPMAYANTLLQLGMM
Fh CTSL1 inh = cathepsin L1 inhibition, PFM18AAP counter-screen | AID 1906 | recombinant F. hepatica cathepsin L1, Z-Leu-Arg-MCA fluorescence | 300,000 tested, 0.49% active | inhibition, % at 5.96 µM;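 active = inhibition above the mean of all tested compounds plus 3 SD, set per screening campaign, cut at about 17% in these data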;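 note: 0% = plate median of test compound wells and 100% = 1 µM Z-Phe-Ala-diazomethylketone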
HCV core dimer = blocks dimerization of HCV core protein. AID 1899. 300,000 tested, 0.33% active. TR-FRET GST/Flag-core106 dimerization, 1536-well. inhibition, % at 5 µM;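 active = inhibition above the mean of all tested compounds plus 3 SD, set per screening campaign, cut at about 45% in these data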
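Test system: GST/Flag-tagged HCV core106 proteins; Medium: KF-containing HEPES buffer, pH 7.45, DTT, CHAPS, BSA; Times: compound-protein-antibody incubation 4 h at 22.5 °C; Detection: TR-FRET 671 and 617 nm emission; Benchmarks: wells lacking GST-core106 and wells with excess unlabelled core106.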
Efflux pump inh = antifungal efflux pump inhibition, Nile Red retention | S. cerevisiae Candida pump triplex | inhibition, % at 10 µM | 330,000 tested, 0.44% active;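 active = plate passing quality check with inhibition over a set limit, or well fluorescence over plate mean plus 4 SD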;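 note: Nile Red retained in pooled yeast measured as flow cytometry median fluorescence; 0% = buffer negative control and 100% = Enniatin B positive control; higher means more Nile Red kept so more efflux inhibition; some compounds called inactive have numbers as strong as hits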
LYPLA2 inh = LYPLA2 (human) inhibition in PME1 counter-screen | recombinant LYPLA2, FP-Rh probe fluorescence polarization | 320,000 tested, 0.38% active | inhibition, % at 5.9 µM | O95372;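 active = inhibition above the screen-wide mean plus 3 SD, limit set per campaign, cut at about 26% in these data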;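 note: 0% = LYPLA2 with DMSO and 100% = wells lacking LYPLA2 enzyme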
PREPL inhibitor = human PREPL enzyme inhibition. recombinant PREPL, fluorescence polarization activity-based probe. inhibition, % at 5.96 µM. 320,000 tested, 0.68% active. AID 2751; in the data active = inhibition above about 43%;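 note: 0% = enzyme with DMSO and 100% = wells lacking enzyme; many of its hits are not listed in these tables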
Active calls of the source: *; ? = inconclusive; / = not tested or not shown.

SMILES,GASC-1 inh,TPT1 inh,PP1 counter,PP5 inh,Fh CTSL1 inh,HCV core dimer,Efflux pump inh,LYPLA2 inh,PREPL inhibitor
O=C(COC(=O)C1CC(=O)N(Cc2ccccc2)C1)c1ccc(Br)cc1 (stereo not given),-1,2,2,5.4,-38,3,-0.1,2,6
Cc1ccc(NC(=O)Cn2c(=O)cnc3ccccc32)cc1S(=O)(=O)N(C)C,-6,6,0,4.1,1,1,-0.1,-4,-4
COc1ccc(S(=O)(=O)N2CCN(C3CCCCCCC3)CC2)cc1,-22,-5,0,5.4,4,-4,0.0,0,13
CN(CCCC(=O)O)S(=O)(=O)c1ccc2c(c1)C(=O)c1cc(S(=O)(=O)N(C)CCCC(=O)O)ccc1-2,-21,2,-3,-3.3,0,10,-0.2,7,5
CC(C)(C)c1cc(NC(=O)CCl)n(-c2ccccc2)n1,4,-2,1,0.4,57*,0,-0.1,8,16
CCOCCCNC1=C(Cl)C(=O)c2ccccc2C1=O,4,-7,0,2.8,3,-13,-0.1,3,12
O=C(COC(=O)c1ccc(Cl)nc1)NC(=O)c1ccc(OC(F)F)cc1,-5,-4,-9,0.5,-8,1,-0.1,1,3
CC(Sc1nnc(COc2ccccc2)n1Cc1ccccc1)C(=O)O (stereo not given),17,-2,-7,-2.1,-6,1,0.1,1,6
O=C1CSC(c2ccccc2O)N1Cc1ccccc1 (stereo not given),97,0,-2,1.8,-2,2,0.0,-4,-6
Cc1cc(C)nc(SCc2ccc([N+](=O)[O-])cc2)n1,16,-5,0,0.0,0,1,-0.1,7,11
COc1ccc(-c2[nH]ncc2CN2CCN(C(=O)c3ccco3)CC2)cc1F,-10,3,-1,2.6,-2,-2,-0.4,4,27
Cn1c(=O)c2c(nc(Sc3n[nH]c(N)n3)n2Cc2ccccc2Cl)n(C)c1=O,8,-2,-3,1.1,-5,-1,0.1,6,9
O=C1NC2(O)C(=O)c3ccccc3C2(O)N1 (stereo not given),3,1,-3,-0.3,4,2,-0.2,-2,3
N#Cc1ccsc1NC(=O)CSc1nnc(-c2ccccc2)o1,-5,0,0,0.8,2,10,-0.1,0,-3
Cc1cc(NC(=O)CCC(=O)N(CC(=O)NC2CCCC2)c2ccc(Cl)c(Cl)c2)no1,-3,0,0,1.7,-1,6,0.2,-4,3
Cc1ccc(Cl)cc1NC(=O)CSc1nncn1-c1ccccn1,-11,-5,2,2.6,-1,-7,-0.1,-5,-5
COc1ccc(N2CCN(S(=O)(=O)c3ccc4c(c3)CC(C)N4C(=O)C3CC3)CC2)cc1 (stereo not given),-4,0,-3,0.9,2,4,0.0,1,-9
CCn1c(CNC(=O)c2ccc(OC)cc2)nnc1SCC(=O)c1ccccc1,-9,-3,-3,-4.4,2,0,-0.1,-5,-15
CN(C)S(=O)(=O)c1cccc(NC(=S)Nc2ccc3cn[nH]c3c2)c1,11,3,0,0.2,-4,-4,0.0,1,3
CC(=O)N1CCc2cc(S(=O)(=O)NC(CC(C)C)C(=O)N3CCCC3)ccc21 (stereo not given),-1,-1,2,0.4,-1,-5,0.1,2,5
COc1ccc(/C=N\NC(=O)c2ccc([N+](=O)[O-])c(C)c2)cc1COc1ccccc1C(N)=O,-1,-5,6,4.1,0,10,-0.1,-8,13
CCO[C@@H]1OC(C(=O)Nc2ccccc2)=C[C@H](c2coc3ccccc3c2=O)[C@H]1CCCO,2,-1,-1,0.1,1,15,-0.1,-3,-5
O=C(O)CSc1nc(-c2ccccc2)nc2c1CCCC2,3,1,6,-0.8,-3,3,0.0,1,-14
COc1cc2c(cc1NC(=O)CSc1nc3cc(Cl)ccc3s1)oc1ccccc12,-8,-3,-3,-1.5,0,-1,-0.4,-2,10
COc1ccc(/C=C2\CCCC(C(=O)C(F)(F)F)=C2O)cc1,-15,0,-5,3.4,-1,2,0.1,0,11
COc1cc(SC)ccc1C(=O)NCC1CCCO1 (stereo not given),-65,2,3,2.3,-3,2,0.0,6,6
O=C(NC(=S)Nc1cccc(NC(=O)c2ccccc2Cl)c1)c1cccs1,2,-1,4,0.8,-1,18,-7.3,-22,-12
Cc1cc(C)cc(OCC(=O)N/N=C/c2ccco2)c1,-9,-1,1,-0.1,-2,1,0.0,1,-3
CC(C)c1ccc(OCC(=O)NCCO)cc1,2,1,-1,1.6,1,-1,0.1,7,-4
CN1CCN(c2ccc(NC(=O)c3cc(S(N)(=O)=O)ccc3N3CCOCC3)cc2)CC1,-14,/,-5,2.0,/,/,0.5,-5,21
CC(=O)C1C(c2ccc3ncccc3c2)NC(=O)NC1(O)C(F)(F)F (stereo not given),-3,-4,-2,3.7,-4,-6,0.0,9,2
COc1ccc(-c2cc(C(=O)Nc3ccc(OC)c(OC)c3)no2)cc1,8,2,-1,1.1,4,5,1.4*,1,3
COc1ccc(/C=C2\SC(c3ccc(C)cc3)=NC2=O)cc1OC,-9,87*,1,1.4,-1,1,0.8*,3,19
COc1cccc(-c2nc(CS(=O)(=O)CC(=O)NCC(C)c3ccccc3)c(C)o2)c1 (stereo not given),4,-2,2,4.4,8,-13,-0.1,-2,-7
O=C(CCC1COc2ccccc2O1)NCC1COc2ccccc2O1 (stereo not given),1,-3,-2,0.9,2,1,-0.1,-2,7
Cc1ccc(C)c(NNC(N)=S)c1,1,-2,-5,-2.4,-4,-1,0.3,-1,19
Cc1ccc(C)c(OCC(=O)Nc2ccc(S(=O)(=O)N3CCN(C)CC3)cc2)c1,-8,-4,-2,-1.0,-3,-14,-0.4,8,-1
COc1ccc(C(=O)c2sc(Nc3ccccc3F)nc2N)cc1,14,-2,3,3.5,2,4,0.4,-4,23
Cc1cc(C(=O)COC(=O)c2ccc[nH]c2=O)c(C)n1-c1ccccc1,16,-1,4,-1.3,4,4,0.0,2,-5
CCOCCn1c(=O)c2c(nc3n2CCN3c2ccc(CC)cc2)n(C)c1=O,12,1,-2,-1.1,0,0,0.0,5,20
CC1CCN(S(=O)(=O)c2cc3c4c(c2)C(C)C(=O)N4CCC3)CC1 (stereo not given),8,1,2,-0.3,4,-1,-0.1,2,16
Cc1cc(NC(=O)CN2CCCCC2C)nc2c1c(=O)oc1ccccc12 (stereo not given),6,1,-1,1.1,3,1,0.2,-1,0
Cc1cc(C)n2cc(CSc3nnc(N)s3)nc2n1,4,-3,-3,-1.1,6,-3,0.0,1,8
N#Cc1ccc(/C=C/C(=O)c2ccco2)cc1,14,-1,-3,0.9,3,3,3.3,8,13
CNC(=O)c1cnn(-c2nc(-c3ccc(OC)cc3)cs2)c1C(F)(F)F,-5,-1,1,3.3,-10,3,-0.1,10,0
COc1ccc(C(=O)Nc2ccc3c4c(cccc24)CC3)cc1,1,0,1,-0.9,2,3,-0.2,-1,13
O=C(Nc1ccc2c(c1)OCO2)C1CCN(C(=O)c2ccc(Br)cc2)CC1,-5,-4,-2,0.3,4,3,0.0,15,13
O=C(CSc1nnc(SCc2cccc3ccccc23)s1)c1ccc2c(c1)OCO2,-3,-1,6,1.6,0,-22,-0.1,0,-7
CCCn1nnc(NC(=O)c2cccc(Cl)c2)n1,8,-2,4,3.4,-5,2,0.1,-4,13
C/C(CC(=O)NC(C)(C)C)=N\NC(=O)COc1ccc(C)cc1Br,-10,-1,-2,-2.7,2,1,0.1,-6,12
Cc1c(NC(=O)/C(C#N)=C/c2ccc(-c3cc(Cl)ccc3Cl)o2)c(=O)n(-c2ccccc2)n1C,-4,-1,1,-0.8,2,19,-0.3,1,3
O=C(CSc1nnc(NC(=O)c2ccco2)s1)Nc1cccc(F)c1,1,2,-1,0.5,-1,-4,-0.4,4,2
COC(=O)c1[nH]c2c(c1C(=O)OC)CCc1ccccc1-2,?,-2,0,2.7,-3,2,0.3,-1,-2
CCOC(=O)N1CCC(n2c(SCC(=O)c3ccccc3)nc3ccsc3c2=O)CC1,-13,2,-8,1.3,-4,0,0.2,-4,11
CSc1ccc(S(=O)(=O)N2CC(=O)Nc3ccccc32)cc1,4,2,-2,4.1,1,-2,0.0,5,-4
C/C=C(/C)C(=O)Nc1cccc(C2=NOC3(C2)C[C@@H](C(N)=O)N(C(=O)CCCCC)C3)c1 (stereo not given in full),-10,-4,0,-0.4,1,-20,-0.1,-2,22
O=C(N/N=C/C=C\c1ccco1)c1cccs1,11,5,-3,1.8,4,0,0.1,-1,3
COc1ccccc1N1CCN(S(=O)(=O)c2cn(C)c(=O)n(C)c2=O)CC1,-24,2,1,-0.3,-2,-8,0.3,6,16
Cc1ccc(C(=O)CSc2nnc(-c3ccccc3N)n2C)cc1,4,1,-4,-0.7,6,4,0.1,-3,3
COC(/C=C/Nc1ccc(C)cc1)=C(C#N)C#N,8,2,-3,-1.0,2,5,0.0,1,-4

Among those listed so far, three have a CF3 group.
SMILES,GASC-1 inh,TPT1 inh,PP1 counter,PP5 inh,Fh CTSL1 inh,HCV core dimer,Efflux pump inh,LYPLA2 inh,PREPL inhibitor
COc1ccc(/C=C2\CCCC(C(=O)C(F)(F)F)=C2O)cc1,-15,0,-5,3.4,-1,2,0.1,0,11
CC(=O)C1C(c2ccc3ncccc3c2)NC(=O)NC1(O)C(F)(F)F (stereo not given),-3,-4,-2,3.7,-4,-6,0.0,9,2
CNC(=O)c1cnn(-c2nc(-c3ccc(OC)cc3)cs2)c1C(F)(F)F,-5,-1,1,3.3,-10,3,-0.1,10,0

Following part:
SMILES,GASC-1 inh,TPT1 inh,PP1 counter,PP5 inh,Fh CTSL1 inh,HCV core dimer,Efflux pump inh,LYPLA2 inh,PREPL inhibitor
CCOC(=O)c1cc(-c2ccccc2C)nn1CC1CC(c2ccc(OC)cc2)=NO1 (stereo not given),-4,/,0,3.5,/,/,0.2,-1,4
O=C(c1cccc(S(=O)(=O)Nc2ccccc2Cl)c1)N1CCC1,-11,1,0,-2.5,3,-2,0.0,5,2
O=S1CCCSC1c1cccnc1 (stereo not given),1,1,-4,5.0,-1,-5,-0.1,-1,18
Cc1ccc(C(C(=O)NCc2ccccc2)N(C(=O)c2csnn2)c2cccc3ccccc23)o1 (stereo not given),21,0,3,0.3,4,0,0.1,0,-34
Cc1ccc2c(c1C)NC(=O)C2(O)CC(=O)c1ccc2c(c1)OCO2 (stereo not given),-10,3,-6,0.6,1,-2,0.2,1,2
COCCNC(=O)C(c1ccc(O)cc1)N(Cc1cccs1)C(=O)CCC(=O)Nc1ccccn1 (stereo not given),-6,-3,1,0.7,1,-8,-0.3,-7,11
CC(C(=O)Nc1cccc(S(=O)(=O)N2CCOCC2)c1)N1CCN(C/C=C/c2ccccc2)CC1 (stereo not given),-1,-3,-1,0.2,2,-8,-0.2,3,18
CC(NC(=S)N1CCN(c2ccccc2)CC1)c1ccccc1 (stereo not given),2,2,0,4.1,-3,0,0.1,5,-30
CC(NC(=O)C(=O)NCc1cccs1)c1ccccc1 (stereo not given),4,-4,-1,1.5,5,0,0.1,4,-3
CCn1c(=N)n(CC(=O)c2ccco2)c2ccccc21,-9,0,-2,0.9,-2,-2,0.0,-1,-6

Not all compounds are listed, so the mix of outcomes need not match the whole.
